# KAT2A inh = qHTS Assay for Inhibitors of GCN5L2; Histone acetyltransferase KAT2A (Homo sapiens), Q92830; GCN5L2 HAT assay, ThioGlo1 CoA-SH fluorescence; Potency, µM (top dose mostly 58.9 µM), without a hit: at the highest dose activity change, negative = inhibition, most hits filed as inhibitors; 390,000 compounds, 0.21% hits
# Target sequence (Q92830 whole entry, looked up): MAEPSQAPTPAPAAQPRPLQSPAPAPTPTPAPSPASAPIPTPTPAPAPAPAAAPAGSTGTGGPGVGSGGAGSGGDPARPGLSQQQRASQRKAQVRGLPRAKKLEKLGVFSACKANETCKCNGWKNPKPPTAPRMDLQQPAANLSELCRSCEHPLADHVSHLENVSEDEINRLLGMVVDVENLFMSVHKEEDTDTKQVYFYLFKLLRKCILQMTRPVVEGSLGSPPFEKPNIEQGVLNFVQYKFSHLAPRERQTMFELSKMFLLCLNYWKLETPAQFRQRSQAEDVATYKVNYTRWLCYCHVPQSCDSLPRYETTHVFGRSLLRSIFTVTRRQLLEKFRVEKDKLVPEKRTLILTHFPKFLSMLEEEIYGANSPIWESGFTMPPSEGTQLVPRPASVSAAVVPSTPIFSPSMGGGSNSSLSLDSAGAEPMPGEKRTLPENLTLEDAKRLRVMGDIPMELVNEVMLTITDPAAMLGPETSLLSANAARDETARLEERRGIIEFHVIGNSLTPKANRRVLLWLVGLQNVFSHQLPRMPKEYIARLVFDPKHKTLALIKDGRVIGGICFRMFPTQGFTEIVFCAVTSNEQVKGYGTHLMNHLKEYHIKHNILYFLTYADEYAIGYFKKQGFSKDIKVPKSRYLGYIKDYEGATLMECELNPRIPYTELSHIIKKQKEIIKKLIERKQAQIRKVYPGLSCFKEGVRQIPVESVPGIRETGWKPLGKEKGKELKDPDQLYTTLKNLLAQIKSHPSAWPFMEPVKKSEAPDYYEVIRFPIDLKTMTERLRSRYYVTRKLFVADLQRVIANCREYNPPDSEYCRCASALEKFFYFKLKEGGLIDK
#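 Fluorescence readout, Ex340nm/Em540nm: ThioGlo1 (50uM final) reacts with free CoA thiol released as 20nM GCN5L2 acetylates H3(1-25) peptide (75uM) using acetyl-CoA (70uM). Compound and enzyme sat 15 min beforehand; 20 min room-temperature reaction.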
# N370S GC mod = qHTS Assay for Inhibitors and Activators of N370S glucocerebrosidase as a Potential Chaperone Treatment of Gaucher Disease; N370S GC spleen homogenate, 4MU-glucoside fluorescence; 330,000 compounds, 0.092% hits; Potency, µM (top dose mostly 59.4 µM), for inactives: top-dose activity change, negative = inhibition, usual class: inhibitors; Lysosomal acid glucosylceramidase (Homo sapiens), P04062; AID 2101, 2009;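 note: 0% = full enzyme activity and -100% = no enzyme basal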
# FEN1 inh = qHTS Assay for the Inhibitors of Human Flap endonuclease 1 (FEN1); P39748; Recombinant FEN1 flap cleavage, fluorescence, 15 min; Potency, µM (titrated, usually from 114 µM), for inactives: at the top dose activity change, negative = inhibition, most hits filed as inhibitors; 390,000 compounds, 0.35% hits; AID 588795, 2011; note: nearly all actives have a fitted effect of over 65% in size
#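 Steps: FEN1 (10 nM) dispensed; compound added by pin tool; 15 min at room temperature; substrate added to 50 nM final; reads at 0 min and 15 min; data normalized and fitted (four-parameter Hill).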
# * = called active by the depositor; ? = inconclusive; . = no result given; & = joins results of further samples. Calls come from the whole dose curve; as a rule, active = well fitted curve in the direction sought with a large enough effect; inconclusive = small, poorly fitted or top-dose-only effect, or another doubt; inactive = no such curve, though single readings can be large; an effect the other way counts as inactive or inconclusive. Unless noted, % is set by controls: 0 for no effect and ±100 for the full control effect; potency is the fitted concentration of half-maximal effect.
Molecule	KAT2A inh	N370S GC mod	FEN1 inh
COc1cccc(CNc2ccc3c(c2)CCC3)c1	-2%	9%	-7%
CCCOc1ccc(C(=O)Nc2cc(-c3nc4ccccc4[nH]3)ccc2C)cc1	-4%	.	11%
CN(CCc1ccccc1)C1CCCN(S(=O)(=O)c2cccc(F)c2)C1 (stereo not given)	-6%	-18%	-19%
Cc1cc2oc3c(c(=O)c2cc1C)C(c1ccc(C(C)C)cc1)N(CCCN1CCOCC1)C3=O (stereo not given)	-2%	-4%	-8%
CCOc1ccc(C2C(=O)N(C3CCCCC3)CC(=O)N2CC2CCCO2)cc1OC (stereo not given)	-3%	5%	-1%
Cc1ccc(C(C)n2cc(C(=O)NCCN3CCN(C)CC3)nn2)cc1 (stereo not given)	3%	2%	5%
CNC(=O)c1c(NC(=O)c2ccc(S(=O)(=O)N3CC(C)OC(C)C3)cc2)sc2c1CCN(C(C)C)C2 (stereo not given)	-6%	-10%	0%
CCN(CC)CCNC(=O)c1ccc(NC(=O)c2ccc(Cl)c(S(=O)(=O)N3CCCCCC3)c2)cc1	-15%	?	-11%
CCC1=NN(C(=O)c2ccccc2Br)C(O)(c2ccc(Br)cc2)C1 (stereo not given)	-14%	-15%	6%
C[C@@H]1CC[C@]2(C(=O)O)CC[C@]3(C)C(=CCC4[C@]56CC[C@@](O)(OC5)C(C)(C)C6CC[C@]43C)C2[C@H]1C (stereo not given in full)	-21%	-3%	0%
O=C(Nc1ccc(-c2nc3ccccc3o2)c(O)c1)c1cc(Cl)ccc1Cl	-19%	.	-12%
CCOC(=O)c1cnc(SCC(=O)c2ccc3c(c2)OCCO3)nc1N	-8%	-12%	3%
CCN(CC)C(=O)[C@H]1CC(CC(=O)NCCC2=CCCCC2)C(=O)N2CCc3c([nH]c4ccc(OC)cc34)[C@]12C (stereo not given in full)	1%	.	12%
Cc1c(NC(=O)/C(=C/c2cccs2)NC(=O)c2ccccc2)c(=O)n(-c2ccccc2)n1C	-3%	2%	9%
COc1ccc2c(CC(=O)OCC(=O)c3ccc(F)cc3)coc2c1	-2%	1%	-2%
Cc1ccc2oc(=O)cc(CN3CCN(C/C=C/c4ccccc4)CC3)c2c1	-15%	-2%	-2%
CC12CCC(=O)N1C(C(=O)NCCc1ccc(S(N)(=O)=O)cc1)CS2 (stereo not given)	-1%	-21%	-1%
COc1ccc(NC(=S)NC(NC(C)=O)C(Cl)(Cl)Cl)c([N+](=O)[O-])c1 (stereo not given)	-6%	-3%	0%
CCc1cccc(NC(=O)CN(c2ccc(C)cc2)S(=O)(=O)c2cccs2)c1	-12%	.	-22%
CC(C)Oc1ccc(C(=O)N2CCC(c3nc4ccccc4o3)CC2)cc1	-5%	.	-5%
COC(=O)c1c(-c2ccc(C)cc2)csc1N	2%	-23%	-5%
CC(=O)C(Cc1ccccc1)NC(=O)COC(=O)c1ccc(-n2cnnn2)cc1 (stereo not given)	-6%	.	0%
COc1ccc(C(OC(=O)c2ccco2)C(=O)NC2CCCC2)cc1OC (stereo not given)	-2%	1%	16%
CC(C)CC(NC(=O)c1ccc(C#CC(C)(C)O)s1)C(=O)O (stereo not given)	0%	5%	-7%
Cc1nn(Cc2noc(C(=O)NCc3ccccn3)n2)c(C)c1Br	-23%	1%	-6%
COc1ccc(N2C(=NC(=O)C3CCCCC3)SC3CS(=O)(=O)CC32)cc1Cl (stereo not given)	-1%	2%	-20%
COC(=O)c1cc(NC(=O)c2cc3ccccc3o2)cc(C(=O)OC)c1	-2%	4%	-5%
CS(=O)(=O)c1ccc(C(=O)OCC(=O)NC23CC4CC(CC(C4)C2)C3)cc1[N+](=O)[O-]	0%	15%	-11%
CCCn1c(=O)c2c(nc3n2CCS3)n(C)c1=O	-3%	-3%	7%
O=C(CCCn1ccc2cc(S(=O)(=O)N3CCCC3)ccc21)NCc1ccc(Cl)cc1	-14%	.	-14%
CCCc1nc2ccccc2c(=O)n1NC(=O)c1c(O)c2ccccc2n(C)c1=O	0%	2%	-9%
C=CCn1c(SCC(=O)Nc2nc(C)cs2)nnc1C(NC(=O)c1ccccc1)C(C)C (stereo not given)	-3%	3%	9%
Cc1ccc(CNC(=O)CS(=O)(=O)c2cn(CC(=O)N3CCOCC3)c3ccccc23)cc1	-24%	?	-1%
COc1cccc(C(=O)Nc2nc3nc(C)c(C)c(=O)n3[nH]2)c1	-8%	.	-2%
COc1cccc(NC(=O)N2CCN3CCCCC3C2)c1 (stereo not given)	1%	.	10%
O=C(COC(=O)c1c(Cl)cccc1Cl)Nc1ccccc1Br	-19%	4%	-22%
O=C(NC1CC2CCCC(C1)N2C(=O)NCc1ccccc1)C1CC1 (stereo not given)	0%	-7%	-3%
O=C(COc1ccccc1)Nc1nnc(S(=O)(=O)N2CCCC2)s1	-10%&-1%	1%	12%&-1%
COc1ccc(CN2C(=NC(=O)c3ccccc3)SC3CS(=O)(=O)CC32)cc1OC (stereo not given)	1%	18%	-1%
O=C(N/N=C/c1cccn1-c1ccc([N+](=O)[O-])cc1)c1cccnc1	-8%	5%	?
Cc1onc(-c2ccccc2Cl)c1C(=O)Nc1cnn(Cc2ccccc2)c1	-1%	0%	3%
CC(Sc1ccccc1)C(=O)N1CCN(S(=O)(=O)c2ccc(Cl)cc2)CC1 (stereo not given)	-8%	2%	-5%
Cc1ccc(S(=O)(=O)N/N=C\c2ccc3c(c2)OCO3)c(C)c1	?	0%	0%
COc1ccc2oc(=O)cc(CN3CCN(c4ccccc4OC)CC3)c2c1	2%	.	0%
Cc1cccc(NC(=O)CCC(=O)N/N=C/c2ccco2)c1C	-3%	2%	1%
Cc1[nH]c2ccc(-c3n[nH]c(=S)n3C)cc2c1C	-6%	1%	-3%
COc1cc(/C=N\NC(=O)c2c(C)nc3cc(C)ccn23)ccc1O	-13%	?	-4%
Cc1ccc(C)c(N2CCN(S(=O)(=O)c3c(C(=O)N4CCC(C)CC4)c(C)n(C)c3C)CC2)c1	-2%	.	6%
COc1ccc2c(c1)CCc1c(C(=O)Nc3cc(C)ccc3O)noc1-2	-6%	.	19%
NS(=O)(=O)c1ccc(NC(=O)CSc2ccccn2)cc1	-8%	-9%	-5%

# Copied from the list:
# FEN1 inh, COc1cc(/C=N\NC(=O)c2c(C)nc3cc(C)ccn23)ccc1O : -4%
# N370S GC mod, Cc1ccc(S(=O)(=O)N/N=C\c2ccc3c(c2)OCO3)c(C)c1 : 0%

# (more compounds)
Molecule	KAT2A inh	N370S GC mod	FEN1 inh
CC(=O)c1cnc(Nc2cccc(Cl)c2Cl)s1	0%	3%	-5%
COc1cc(C2CC(=O)c3cnc(NC(=O)c4ccco4)nc3C2)cc(OC)c1OC (stereo not given)	-5%	-21%	-3%
COc1ccc(NC(=S)N2CCC(C(=O)c3ccc(C)cc3)CC2)c(OC)c1	?	-20%	-13%
Cc1ccc(-c2nn(CC(=O)NC3CCCC3)c3c2cnc2ccc(F)cc23)cc1C	-2%	.	20%
COc1ccc(/C=N/OCC(=O)N2CC3(C)CC2CC(C)(C)C3)cc1OC (stereo not given)	7%	-3%	0%
CC1CCN(S(=O)(=O)c2ccc3c(c2)c(=O)c(C(=O)NCc2ccccc2Cl)cn3C)CC1	-1%	2%	.
NCC(c1ccccc1)(c1ccccc1)c1ccccc1	2%	-36%	11%
O=C(O)c1cccc(S(=O)(=O)Nc2ccccc2Cc2ccccc2)c1	-1%	3%	4%
COc1ccc(Cl)cc1NC(=O)CN(C)C(=O)c1cc2c(s1)CCCC2	-11%	?	-10%
O=C(O)CSc1nnc(Nc2ccccc2)n1-c1ccccc1	-11%	0%	-4%
Cn1c(CO)cnc1S(=O)(=O)Cc1c(Cl)cccc1Cl	15%	-12%	-7%
CCN(CC(=O)Nc1c(F)cccc1F)C(=O)CN1c2cccc3cccc(c23)S1(=O)=O	-6%	0%	2%
CCC(CC)C(=O)Nc1cc(=O)n(C)c(=O)n1C	-3%	-5%	-6%
COc1ccc(Cl)cc1NC(=O)C/C(C)=N/NC(=O)COc1ccc(C)cc1	-5%	-6%	2%
O=C(c1ccccc1)N1CCc2[nH]nc(-c3ccccc3)c2C1	-16%	12%	-4%
CCCc1nn2c(=O)cc(COC(=O)c3ccc4c(c3)OCO4)nc2s1	1%	.	0%
CC(C)(C)n1nnnc1CN(Cc1ccc(F)cc1)Cc1ccco1	-11%	1%	1%
CC(=O)NC(c1ccc(Cl)cc1Cl)c1ccc2cccnc2c1O (stereo not given)	-4%	-20%	1%
Cc1n[nH]c(=S)n1/N=C/c1ccccc1	3%	0%	-4%
CC(C)NC(=O)N(O)C1N(C(C)C)C(=O)N(Cc2ccc3c(c2)OCO3)C1(C)C (stereo not given)	?	3%	-8%
CC1CCc2cc(F)ccc2N1C(=O)c1ccc2c(c1)OCO2 (stereo not given)	-3%	16%	1%
CCN1CCN(CC(O)COC(c2ccccc2)c2ccccc2)CC1 (stereo not given)	-5%	-7%	6%
O=C(COC(=O)c1ccccc1SCC(=O)N1CCCC1)NC1CCCCC1	-4%	-11%	7%
Cc1nc(NS(=O)(=O)c2cccs2)c2c3c(sc2n1)CCC3	-2%	12%	1%
Cc1cccc(NC(=O)CSc2nnc(CNC(=O)c3c(F)cccc3Cl)o2)c1C	-6%	.	-3%

# Exported with values under each structure: entries from further up.
# Second line of a record: KAT2A inh, N370S GC mod, FEN1 inh
> Cn1c(CO)cnc1S(=O)(=O)Cc1c(Cl)cccc1Cl
 : 15%, -12%, -7%
> CCN(CC(=O)Nc1c(F)cccc1F)C(=O)CN1c2cccc3cccc(c23)S1(=O)=O
 : -6%, 0%, 2%
> CCC(CC)C(=O)Nc1cc(=O)n(C)c(=O)n1C
 : -3%, -5%, -6%
> COc1ccc(Cl)cc1NC(=O)C/C(C)=N/NC(=O)COc1ccc(C)cc1
 : -5%, -6%, 2%
> O=C(c1ccccc1)N1CCc2[nH]nc(-c3ccccc3)c2C1
 : -16%, 12%, -4%
> CCCc1nn2c(=O)cc(COC(=O)c3ccc4c(c3)OCO4)nc2s1
 : 1%, ., 0%
> CC(C)(C)n1nnnc1CN(Cc1ccc(F)cc1)Cc1ccco1
 : -11%, 1%, 1%
> CC(=O)NC(c1ccc(Cl)cc1Cl)c1ccc2cccnc2c1O (stereo not given)
 : -4%, -20%, 1%
> Cc1n[nH]c(=S)n1/N=C/c1ccccc1
 : 3%, 0%, -4%
> CC(C)NC(=O)N(O)C1N(C(C)C)C(=O)N(Cc2ccc3c(c2)OCO3)C1(C)C (stereo not given)
 : ?, 3%, -8%
> CC1CCc2cc(F)ccc2N1C(=O)c1ccc2c(c1)OCO2 (stereo not given)
 : -3%, 16%, 1%
> CCN1CCN(CC(O)COC(c2ccccc2)c2ccccc2)CC1 (stereo not given)
 : -5%, -7%, 6%
> O=C(COC(=O)c1ccccc1SCC(=O)N1CCCC1)NC1CCCCC1
 : -4%, -11%, 7%
> Cc1nc(NS(=O)(=O)c2cccs2)c2c3c(sc2n1)CCC3
 : -2%, 12%, 1%
> Cc1cccc(NC(=O)CSc2nnc(CNC(=O)c3c(F)cccc3Cl)o2)c1C
 : -6%, ., -3%

# (listing goes on)
Molecule	KAT2A inh	N370S GC mod	FEN1 inh
COc1ccccc1-n1cnnc1SCC(=O)Nc1cccc(S(N)(=O)=O)c1	-8%	-2%	1%
CCn1cc(C(=O)NCc2cccc(F)c2)c(=O)c2cc(F)c(N3CCN(C(=O)c4ccco4)CC3)cc21	-10%	-7%	-13%
COc1ccc(CCCc2nnc(SCc3nc4ccccc4c(=O)[nH]3)n2C)cc1	-7%	1%	-6%
COc1ccccc1NC(=S)N1CCN(c2ncccn2)CC1	2%	1%	-4%
Cc1ccc(CSc2nnnn2C)cc1	-3%	8%	9%
NC(=O)C1(N2CCCCC2)CCN(C(=O)c2ccc(C#CC3(O)CCCCC3)cc2)CC1	-1%	8%	9%
Cc1ccc(OCc2cc(C(=O)N(C)CCc3ccccn3)no2)cc1C	-2%	-10%	-18%
CCc1ccc(NC(=O)NCCc2c(C)nn(C)c2C)cc1	21%	.	-4%
COc1ccc(NS(=O)(=O)c2ccc(C)c(C(=O)NNC(=O)c3ccccc3O)c2)cc1	-5%	2%	-6%
COC(=O)/C(C#N)=C/c1c(-c2ccccc2)nc2n1CCS2	2%	7%	12%
COc1ccc(CC2(C)OC(c3ccccc3)=NN2C(C)=O)cc1 (stereo not given)	-3%	8%	-4%
Nc1nnc(SCc2ccccc2Cl)s1	.	6%	4%
CCCCOC(=O)C(C)c1c(C)[nH]c(=S)[nH]c1=O (stereo not given)	-7%	-2%	4%

# From PubChem BioAssay

# The list is partial. The share of hits here may be higher or lower than overall.
